From PubChem
Arrestin-AP2 inh: inhibitors of beta-arrestin/AP2 binding, primary screen, biochemical, GPCR trafficking, flow cytometry | beta-arrestin 1 C-terminal peptide binding to AP2 beta2-adaptin appendage (human) | FITC-arrestin peptide / GST-AP2 beads; AP2 beta2 appendage carries R879A mutation | inhibition, % at 10 µM | 340,000 tested, 0.31% active;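 active = inhibition above a set limit, near 3 SD of compounds lacking own fluorescence, cut at about 54% in these data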;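 note: plate controls were DMSO wells for no effect and 5 µM unlabelled arrestin peptide for full effect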
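System: GST-AP2 R879A glutathione beads | Also added: FITC-arrestin peptide, 50 nM | Times: 12 min plus 1 h, RT | Signal: Bead flow cytometry, FITC channel | Buffer or medium: PBS with 0.05% Tween 20 and 0.1% BSA | Read-out basis: Percent drop in bead-associated FITC signal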
HTR5A ag: HTR5A agonists in luminescence cell assay, primary screen, counter-screen for OPRM1-OPRD1 heterodimer agonist project, full-deck HTS; 5-hydroxytryptamine receptor 5A (Homo sapiens), P47898; activation, % at 9.3 µM; AID 504692, 2011; 340,000 tested, 0.61% active; cell-based; in the data active = activation mostly above about 9.5%, no sharp cut-off; inactive = mostly below about 7.6%;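 note: 0% = cells with vehicle only and 100% = reference agonist; strong numbers were not always called active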
Target sequence (P47898 whole entry, looked up): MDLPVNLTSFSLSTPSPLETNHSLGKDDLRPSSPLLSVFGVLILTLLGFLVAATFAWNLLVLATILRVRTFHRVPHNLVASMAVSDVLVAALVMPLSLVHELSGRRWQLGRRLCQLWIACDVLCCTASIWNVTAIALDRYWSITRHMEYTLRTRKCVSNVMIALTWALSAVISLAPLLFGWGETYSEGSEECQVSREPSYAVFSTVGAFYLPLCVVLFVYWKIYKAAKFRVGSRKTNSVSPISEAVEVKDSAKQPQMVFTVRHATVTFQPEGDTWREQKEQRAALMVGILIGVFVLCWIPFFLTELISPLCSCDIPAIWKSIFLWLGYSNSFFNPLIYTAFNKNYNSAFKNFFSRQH
Pemphigus Ab inh: inhibitors of pemphigus antibody binding to DSG3, primary screen, biochemical, bead-based, flow cytometry, scFv-GFP | DSG3-coupled beads, scFv-anti-DSG3-GFP binding; active compounds read low | Desmoglein-3 (Homo sapiens), P32926 | AID 588358, 2011 | binding (percent of control), % at 10 µM | 310,000 tested, 0.48% active;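 active = binding more than 3 SD below its plate's average and above zero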;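 note: hits lower antibody fragment binding to DSG3; some compounds called inactive have numbers as strong as hits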
OPRM1-OPRD1 inv: inverse agonists of MOR-DOR heterodimerization, primary screen, cell-based, luminescence | Mu-type opioid receptor (Homo sapiens) + Delta-type opioid receptor (Homo sapiens), … | cell-based MOR-DOR heterodimer luminescence, inverse agonism | inhibition, % at 9.3 µM | 340,000 tested, 0.21% active | AID 504357, 2011; in the data active = inhibition above about 22%, passing the limit was not always enough;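 note: 0% = cells with DMSO and 100% = wells without cells with DMSO; values of inactives mirror those of a sister screen read the other way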
DAGLB inh: DAGLB lipase inhibitors, primary screen, biochemical, fluorescence, HTS; HEK293T DAGLB membrane lysate, EnzChek fluorogenic substrate; inhibition, % at 5.17 µM; 340,000 tested, 0.059% active; in the data active = inhibition above about 34%;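 note: 0% = enzyme with vehicle and 100% = wells lacking enzyme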
MOR-DOR ag: agonists of OPRM1-OPRD1 heterodimerization, primary screen, cell-based, luminescence; Mu-type opioid receptor (Homo sapiens) + Delta-type opioid receptor (Homo sapiens), …; cells; activation, % at 9.3 µM; 340,000 tested, 0.3% active; in the data active = activation above about 18%;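 note: 0% = vehicle-treated cells and 100% = reference agonist; values of inactives mirror those of a sister screen read the other way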
PKA-R2B act: activators of PKA-R2B holoenzyme, primary screen, biochemical, fluorescence polarization, Cy5-IP20, human. 340,000 tested, 0.079% active. activation, % at 11.4 µM. PKA-R2B holoenzyme dissociation; R2B truncated from residue 108, S112A mutant; 0% DMSO only, 100% 113 µM cGMP;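 active = activation above a cutoff set at the mean over all compounds plus 3 SD, cut at about 18% in these data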;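 note: higher means more holoenzyme dissociation and a rise in polarization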
Target sequence (P31323 whole entry, looked up, other chains not shown, the tested form may be a part): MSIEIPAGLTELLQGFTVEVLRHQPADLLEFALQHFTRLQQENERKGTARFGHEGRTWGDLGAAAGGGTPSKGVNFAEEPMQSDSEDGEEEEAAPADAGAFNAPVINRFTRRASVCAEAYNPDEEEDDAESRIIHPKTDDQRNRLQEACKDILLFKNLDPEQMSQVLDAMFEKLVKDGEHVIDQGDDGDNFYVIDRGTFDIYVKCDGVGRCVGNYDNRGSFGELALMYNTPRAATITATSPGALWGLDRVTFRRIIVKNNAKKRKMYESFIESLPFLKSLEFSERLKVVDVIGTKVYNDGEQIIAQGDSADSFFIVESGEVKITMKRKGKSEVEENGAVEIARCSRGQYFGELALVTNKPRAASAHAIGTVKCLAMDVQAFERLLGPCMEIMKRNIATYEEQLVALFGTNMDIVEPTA
V-ATPase pH: regulators of yeast V-ATPase proton pumping, primary screen, pHLuorin cytosolic pH fluorescence; 350,000 tested, 0.37% active; AID 504577, 2011; S. cerevisiae; response, % at 10 µM; in the data active = response mostly above about 7.3%, no sharp cut-off; inactive = mostly below about 5.4%; note: actives read high; inactives centre near 0; some compounds called inactive have numbers as strong as hits; reference of the scale not given here
HTR5A inv ag: HTR5A inverse agonists in luminescence cell assay, primary screen, counter-screen for OPRM1-OPRD1 heterodimer inverse agonist project, full-deck HTS; AID 504634, 2011; 340,000 tested, 0.083% active; HTR5A cell line, inverse agonism; inhibition, % at 9.3 µM; in the data active = inhibition mostly above about 23%, no sharp cut-off; inactive = mostly below about 18%;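 note: 0% = cells with DMSO and 100% = no-cell wells with DMSO; some compounds called inactive have numbers as strong as hits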
PKA-R1A activ: activators of PKA-R1A holoenzyme, primary screen, biochemical, fluorescence polarization, Cy5-IP20, bovine R1A, mouse PKAc; cAMP-dependent protein kinase type I-alpha regulatory subunit (Bos taurus) + …; 340,000 tested, 0.083% active; PKA-R1A dissociation; scaled: DMSO 0%, 113 µM cGMP 100%; activation, % at 11.4 µM;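 active = percent activation above the mean of all tested compounds plus 3 SD, cut at about 19% in these data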;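 note: higher means more PKAc released from R1A so a rise in polarization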
Starred values were filed as active, the others as inactive; / = no result given.

SMILES	Arrestin-AP2 inh	HTR5A ag	Pemphigus Ab inh	OPRM1-OPRD1 inv	DAGLB inh	MOR-DOR ag	PKA-R2B act	V-ATPase pH	HTR5A inv ag	PKA-R1A activ
CCCCSc1nc2sc3c(c2c(=O)[nH]1)CC(C)(CC)OC3 (configuration not stated)	-5	1	100	3	1	-0.6	-3	-2	-4	6
CCOC(=O)c1nc2ccccc2nc1C	/	4	97	11	1	-1.8	-9	3	-2	-9
O=C(c1cncs1)N1CCCC(CNS(=O)(=O)c2cccs2)C1 (configuration not stated)	4	3	88	13	-2	-2.5	0	1	-27	6
COc1ccc(-c2cc(=O)n(CCC#N)[nH]2)cc1	6	4	105	14	8	-2.6	3	4	-9	4
Cc1ccc(OCCNC(=O)CCC(=O)N2CCOCC2)cc1	-4	-8	115	11	-3	-2.0	-1	2	21	3
O=S(=O)(NCCC1=CCCCC1)c1ccc(F)cc1	-12	5	111	-26	-9	6.3	5	-2	-12	-1
CCC(CC)NC(=O)C1CCN(S(=O)(=O)c2cccs2)CC1	0	-2	99	10	0	-2.0	0	0	-12	-5
Cc1ccc(C)c(OCc2nnc(SCC(=O)NCc3ccc4c(c3)OCO4)o2)c1	-6	1	102	-12	0	2.2	-1	1	-2	9
O=C(Nc1ccc(Cl)cc1)Nc1ccccc1C(=O)O	22	4	103	-5	7	1.1	-2	0	-10	4
COc1ccc(-n2c(=O)c3ccccc3n(CC(=O)NC3CCCCC3)c2=O)c(OC)c1	-2	2	99	15	1	-2.3	5	4	-8	3
COc1ccc(/C=C/C(=O)OCC(=O)NC2CCCCCCC2)cc1	12	-3	/	-1	0	0.3	5	-1	7	-2
CCOC(=O)c1sc(NC(=O)CCc2ccc(OC)cc2)nc1C	25	5	/	5	-1	-0.7	0	-1	-14	5
CCOc1cc(Br)cc(/C=N/NC(=O)c2cccnc2)c1O	5	5	102	0	2	0.0	-1	-5	-19	-7
Oc1c(Br)cc(Br)cc1C=Nc1ccc2c(c1)OCCO2	-4	-1	100	-5	7	0.9	-8	-3	-12	-4
O=C(Nc1sc2c(c1C(=O)O)CCCC2)c1ccccc1Cl	-11	10	110	9	7	-1.8	-10	-3	-13	-5
COc1ccc2ccn(S(=O)(=O)c3ccccc3)c2c1	42	5	107	1	-4	-0.2	-8	0	12	0
CCN(CC)CCCNC(=O)c1cc(Sc2nnc(C)s2)nc2ccccc12	/	5	96	5	1	-0.9	0	-2	-19	4
CC(C)(C)C(=O)NC1CCN(S(=O)(=O)c2ccccc2F)CC1	51	2	105	12	-2	-2.2	-6	6	-7	-3
Nn1c(SCc2cccc(Br)c2)nnc1-c1ccncc1	-20	-3	99	13	0	-2.6	-4	0	-19	-12
COc1ccc(CC(=O)NNc2ncnc3c2cnn3-c2ccccc2)cc1	24	2	95	4	-1	-0.8	6	2	-9	6
CN(C)CCNC(=O)NC1CCCCC1	6	-2	101	14	0	-3.0	-9	-2	-3	-8
COc1ccc(CCNC(=O)CSC2=NS(=O)(=O)c3cc(Cl)ccc3N2)cc1OC	4	1	96	12	1	-1.9	12	-1	-4	11
O=C(Nc1ccc(S(=O)(=O)Nc2nccs2)cc1)c1cnc(Cl)c(Cl)c1	1	2	124	-10	3	2.0	1	0	-13	-4
CCOC(=O)N1CCN(c2c(NCc3cccs3)c(=O)c2=O)CC1	2	0	103	15	-3	-2.8	2	-4	-1	-15
CCO/C(C)=C1/SC(=S)NC1=O	-4	1	111	5	-2	-1.0	2	2	-9	-12
COc1ccc(CNC(=O)C/C(C)=N/NC(=O)c2ccc([N+](=O)[O-])cc2Cl)cc1	28	1	103	-9	-3	1.7	-3	-2	28	1
COc1ccc(CN2CCNC(=O)C2CC(=O)O)c(OC)c1 (configuration not stated)	4	0	95	2	-1	-0.3	0	1	-1	7
Cc1cc(C)nc(SCc2ccc(C(=O)N/N=C/c3ccco3)cc2)n1	-4	-1	101	7	2	-1.4	-3	-1	-6	-6
COc1ccc(OC)c(/C=N/NC(=O)c2ccc[n+](CC(=O)c3ccccc3)c2)c1	-3	-9	103	4	3	-0.8	1	-7	23	-1
CCOc1ccc(NC(=O)CN(C)C(=O)c2c(C)nn(Cc3ccccc3Cl)c2C)cc1OCC	27	-7	106	6	-1	-1.6	12	-2	9	-8
CCN(CC)c1nc(C(F)(F)F)nc2c1nnn2Cc1ccccc1	3	-2	114	-1	-12	0.2	0	-1	7	-2
O=C(c1sc2ccccc2c1Cl)N1CCN(c2ccccn2)CC1	5	2	118	9	-1	-1.6	-9	3	6	-15
O=C1C2C(c3ccccc3)CC=CC2[C@H](c2ccc3ccccc3c2)N1Cc1ccccc1 (some centres not stated)	5	9	98	5	-5	-0.8	-12	6	10	-8
CCn1c(=O)c([N+](=O)[O-])c(NCC(O)c2ccccc2)c2ccccc21 (configuration not stated)	-2	-2	91	13	-1	-2.5	-4	-3	-11	-7
Nc1c(C(=O)NCc2ccccc2)c2nc3ccccc3nc2n1CCCN1CCOCC1	21	0	98	-28	5	4.5	2	1	-8	-5
CCc1ccccc1NC(=O)c1cc(=O)c2ccccc2o1	4	0	89	-26	-2	4.0	2	6	-1	-6
Cc1cccn2cc(-c3ccc(Cl)cc3)nc12	35	5	102	-30	-4	5.7	-6	3	-11	-9
COc1cccc(C(=O)O[C@@H]2[C@H](Cc3ccccc3)NS(=O)(=O)[C@H]3C[C@@H]4C=C[C@]23O4)c1	-4	2	102	24	1	-5.3	-1	-7	5	-5
CCC(C)NC(=O)c1cc2c(=O)[nH]c3ccc(C)cc3c2s1 (configuration not stated)	-6	-3	112	-1	-1	0.1	0	-2	10	-16
CCCc1cc(C(=O)Nc2ccn(Cc3ccc(C)cc3)n2)no1	-5	3	85	14	-4	-2.8	11	-3	21	-2

Given with values under each structure: 2 of the compounds above.
The line under a structure holds: Arrestin-AP2 inh | HTR5A ag | Pemphigus Ab inh | OPRM1-OPRD1 inv | DAGLB inh | MOR-DOR ag | PKA-R2B act | V-ATPase pH | HTR5A inv ag | PKA-R1A activ
CCOc1cc(Br)cc(/C=N/NC(=O)c2cccnc2)c1O
→ 5 | 5 | 102 | 0 | 2 | 0.0 | -1 | -5 | -19 | -7
Oc1c(Br)cc(Br)cc1C=Nc1ccc2c(c1)OCCO2
→ -4 | -1 | 100 | -5 | 7 | 0.9 | -8 | -3 | -12 | -4

(cont.)
SMILES	Arrestin-AP2 inh	HTR5A ag	Pemphigus Ab inh	OPRM1-OPRD1 inv	DAGLB inh	MOR-DOR ag	PKA-R2B act	V-ATPase pH	HTR5A inv ag	PKA-R1A activ
Cc1cc(/C=N/n2cnnc2)c(C)n1-c1ccc(Cl)cc1	15	6	101	16	-2	-2.7	2	-5	-16	-7
COc1ccc(C2=NOC(C(=O)Nc3cc(Br)ccc3O)C2)cc1OC (configuration not stated)	7	-3	96	20	1	-3.8	-4	-2	9	-8
CCCCn1c(N)c(N(CC)C(=O)c2ccc([N+](=O)[O-])c(C)c2)c(=O)[nH]c1=O	0	2	107	15	1	-2.8	-12	-7	-5	4
Cc1ccc(NC(=O)CN(C)C(=O)c2ccccn2)cc1	10	5	115	-2	2	0.3	3	-2	-10	1
CCOc1ccc(N(C(=O)c2snc(C(N)=O)c2N)C(C)C(=O)NC2CCCCC2)cc1 (configuration not stated)	41	9	101	3	0	-0.4	9	-2	-26	-4
CCCc1cc(=O)[nH]c(SCC(=O)Nc2cccc3ccccc23)n1	1	-1	102	2	3	-0.4	-6	0	2	13
O=C(O)CCNC(=O)c1cncc(Br)c1	-10	-2	100	6	-1	-1.0	-4	1	6	3
COc1ccc(NC(=O)CSc2nc(C3CC3)nc3ccccc23)c(OC)c1	-2	2	104	17	0	-2.7	3	3	7	-6
COCC(=O)Nc1ccc(C)c(Cl)c1	-4	2	104	9	-1	-1.7	-3	0	-19	-4
Cc1ccc(C(=O)NCCC(=O)NCc2cc(=O)n(C)c(=O)n2C)cc1	39	-3	104	12	2	-2.4	12	0	-17	5
Cc1ccc(S(=O)(=O)NC(=O)c2cc(C)n(-c3ccccc3)c2C)cc1	5	-1	86	14	2	-2.2	3	0	4	-7
CC(C)[C@@H](CO)NC(=O)c1ccc2c3n(nc2c1)-c1ccccc1CO3	19	7	100	17	-3	-3.8	-3	-2	17	-16
CCCCNC(=O)O[C@@H]1C[C@@H]2CCN3C(=O)CCC[C@H]([C@H]1CC)[C@H]23	-4	2	105	0	2	0.0	-2	1	-5	-2
CC(C)(C)C(CO)NC(=O)c1ccc[nH]1 (configuration not stated)	-4	6	100	1	-1	-0.2	-5	1	-15	-2
COc1ccc(S(=O)(=O)Nc2cccc3c2O[C@H](CN(C)S(=O)(=O)c2ccccc2)[C@@H](C)CN([C@H](C)CO)C3=O)cc1	0	3	104	16	1	-2.9	0	-4	5	2
COC(=O)COc1ccc2c(=O)c(Oc3ccccc3)c(C)oc2c1	29	-1	103	9	-6	-1.6	3	1	-32	-6
COc1ccccc1NC(=O)c1nnn(CC(=O)Nc2ccccc2)c1N	30	0	/	-12	-5	2.2	-13	1	-20	4
Cc1c(NS(=O)(=O)c2cccc3nsnc23)c(=O)n(-c2ccccc2)n1C	-6	0	103	-4	-1	0.6	5	0	1	-9
Cc1ccccc1-n1nnnc1SCC(N)=O	11	5	102	15	-1	-3.6	-1	-3	-11	-13
Cc1cccc(-n2c(C)nc3c(cnn3-c3ccc(F)cc3)c2=O)c1	-1	2	97	3	-2	-0.6	9	0	-8	7
CCOCc1c(C(=O)N2CCN(CCOc3ccc(Cl)cc3)CC2)oc2ccccc12	-4	-5	99	-23	-3	4.4	-5	0	11	3
CC(C)NC(=O)N(C)C[C@@H]1OCc2cnnn2CCCC(=O)N([C@H](C)CO)C[C@@H]1C	/	/	/	/	-2	/	0	-4	/	1
COc1ccc(CNc2cccc(F)c2)cc1Br	-21	-2	122	-26	-6	5.8	-3	0	19	-6
Cc1c(NC(=O)CSc2nc3ccc(Cl)cc3[nH]2)c(=O)n(-c2ccccc2)n1C	5	-4	101	10	-2	-1.9	-3	1	14	-13
COc1cc(Nc2ccc(C)cc2)c([N+](=O)[O-])nc1[N+](=O)[O-]	6	6	117	-29	4	5.0	4	/	7	4
CC1CCCCC12NC(=O)N(CC(=O)Nc1ccc(OC(F)F)cc1)C2=O (configuration not stated)	-10	-3	/	3	-1	-0.8	5	3	7	-9
S=c1[nH]cc(Cc2ccccc2)s1	9	8	128	-4	0	0.8	0	-1	16	4
